CaV13 FRET inh – Primary screen for inhibitors of IQ motif and Ca2+-dependent inactivation inhibitor domain binding in CACNA1D, Förster resonance energy transfer in living cells, …. HEK cells, CFP/YFP FRET ICDI-IQ, plate reader, 10 min; percent FRET-ratio fall versus neutral wells. inhibition, % at 12.3 µM. 0.098% of 340,000 active;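 active = mean replicate inhibition of at least 30% and at least 1% of replicates passing that level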;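 also: 0% = median of the neutral control wells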
MITF TRPM1 inh – inhibitors of MITF-dependent TRPM1 promoter reporter, primary screen, cell-based, SK-MEL-5, single point, luciferase; 0.83% of 330,000 active; inhibition, % at 12.5 µM; SK-MEL-5 TRPM1 promoter luciferase, 24 h;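 active = mean inhibition across replicates of 60% or more, whatever share of single replicates reaches that level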; also: values of inactives mirror those of a sister screen read the other way
Peg3 promoter – Peg3 promoter-driven luciferase inhibitors, primary screen, cell-based, HeLa, luciferase luminescence. 1.7% of 360,000 active. inhibition, % at 20 µM. AID 588405, 2011. HeLa PEG-Prom luciferase reporter, overnight;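 active = inhibition of at least 50% at 20 µM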
iPSC survival up – enhancers of single-cell hiPSC survival, primary screen, ATPlite luminescence. 100% = ROCK inhibitor wells, 0% = DMSO. survival enhancement, % at 20 µM. 0.044% of 360,000 active; in the data active = survival enhancement above about 18%;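 also: cells exposed to compounds for 16 hours before the ATP read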
HIF-2a block – HIF-2a reporter inhibitors, primary screen, luminescence, 786-0 RCC cells; 786-0 RCC cells HIF-2a reporter, luciferase luminescence, overnight; inhibition, % at 18.8 µM; 0.72% of 360,000 active; AID 624352, 2012;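 active = inhibition of the luminescence signal of 40% or more relative to plate controls, in a single-dose primary screen at 18.75 µM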
Shn3 inh set2 – reduction of Shn3 3'UTR firefly luciferase signal, primary screen, Schnurri-3 inhibitor project, cell-based, Clone20 osteoblasts, set 2; inhibition, % at 12.5 µM; AID 588674, 2011; 0.52% of 360,000 active; Clone20 osteoblast Shn3 3'UTR firefly luciferase, 24 h;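 active = mean inhibition of at least 75% with every replicate also reaching 75%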;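 also: 0% = median of neutral control wells and 100% = pilot-screen positive control compound; some compounds past the cut are filed as inactive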
PDI inh – inhibitors of human PDI, primary screen, biochemical, turbidity, single point, plate reader | Protein disulfide-isomerase (Homo sapiens), P07237 | PDI insulin aggregation turbidity, A650, 90 min | inhibition, % at 10 µM | 0.052% of 350,000 active | AID 588391, 2011;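 active = mean inhibition across replicates of 30% or more, whatever share of single replicates reach that level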;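 also: absorbance from insulin aggregation driven by PDI reduction with DTT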
Target sequence (P07237 whole entry, looked up): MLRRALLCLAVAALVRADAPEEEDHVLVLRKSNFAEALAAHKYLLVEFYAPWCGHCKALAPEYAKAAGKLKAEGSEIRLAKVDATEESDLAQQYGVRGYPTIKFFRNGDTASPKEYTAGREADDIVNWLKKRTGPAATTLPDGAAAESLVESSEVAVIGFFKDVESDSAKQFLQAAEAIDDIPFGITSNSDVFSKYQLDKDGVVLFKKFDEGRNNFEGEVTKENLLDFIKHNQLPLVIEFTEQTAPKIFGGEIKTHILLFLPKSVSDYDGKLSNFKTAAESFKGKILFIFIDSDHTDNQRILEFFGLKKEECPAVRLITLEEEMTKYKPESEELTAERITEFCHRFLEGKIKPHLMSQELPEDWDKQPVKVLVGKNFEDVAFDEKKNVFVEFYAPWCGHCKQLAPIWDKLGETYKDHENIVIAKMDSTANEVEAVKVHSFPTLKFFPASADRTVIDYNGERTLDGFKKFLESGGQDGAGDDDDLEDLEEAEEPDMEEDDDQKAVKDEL
HTR2A ag – mouse Htr2a agonists via beta-arrestin recruitment, primary screen, cell-based, luminescence; 5-hydroxytryptamine receptor 2A (Mus musculus), P35363; CHO-K1 mHTR2A beta-arrestin complementation; percent of 30 µM serotonin response; activation, % at 7.6 µM; 0.66% of 360,000 active; AID 624169, 2012;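 active = activation above a run cutoff, the mean activation of all tested compounds plus 3 SD, cut at about 14% in these data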;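 also: 0% = plate median of compound wells and 100% = 30 µM serotonin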
NR2E3 ag-1 – NR2E3 agonists in two-hybrid cells, primary screen, cell-based, luminescence, CHO-S, Gal4-NCOR/VP16-NR2E3; luciferase; inhibition of corepressor binding, % at 3.98 µM; 0.35% of 360,000 active; AID 602229, 2012;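 active = inhibition above the mean of all tested compounds plus 3 SD, cut at about 70% in these data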;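 also: 0% = DMSO with NR2E3 transfected cells and 100% = cells lacking NR2E3 construct; higher means lower luciferase signal from less NR2E3 corepressor binding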
Target sequence (Q9Y5X4 whole entry, looked up, the tested form may be a part): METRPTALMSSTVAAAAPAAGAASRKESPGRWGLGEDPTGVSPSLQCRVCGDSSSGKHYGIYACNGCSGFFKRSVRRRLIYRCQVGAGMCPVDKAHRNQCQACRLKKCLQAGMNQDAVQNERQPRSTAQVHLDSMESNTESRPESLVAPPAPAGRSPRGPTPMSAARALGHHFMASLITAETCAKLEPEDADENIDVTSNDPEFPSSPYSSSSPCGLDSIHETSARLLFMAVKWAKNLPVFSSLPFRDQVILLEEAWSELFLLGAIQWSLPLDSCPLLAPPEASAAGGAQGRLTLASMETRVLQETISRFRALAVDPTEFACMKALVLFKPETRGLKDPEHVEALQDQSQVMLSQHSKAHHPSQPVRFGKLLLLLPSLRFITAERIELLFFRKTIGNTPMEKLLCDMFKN
H9c2 protect – cardioprotection against H2O2-induced cell death, primary screen, uHTS, H9c2 cells, ATPLite luminescence | H9c2 cardiomyocytes, H2O2 injury protection, 2 h | protection from H2O2 cell death, % at 20 µM | 0.63% of 360,000 active | AID 588492, 2011;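 active = compounds giving at least 50% protection of heart cells from peroxide-induced death in the single-dose screen, raw or plate-pattern-corrected value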;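 also: 0% = DMSO wells with peroxide and 100% = DMSO wells without peroxide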
NR2E3 ag-2 – inhibitors of NR2E3-RetCOR corepressor binding, primary screen, NR2E3 agonist project, biochemical, TR-FRET, GST-NR2E3, biotin-RetCOR; 0.12% of 320,000 active; AID 2300, 2010; Photoreceptor-specific nuclear receptor (Homo sapiens), Q9Y5X4; 1536-well; inhibition of corepressor binding, % at 4.78 µM;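 active = percent inhibition above the cutoff of mean plus 3 SD of all tested compounds, set per screening campaign, cut at about 20% in these data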;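 also: 0% = DMSO wells and 100% = biotin wells as full block of FRET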
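Material: NR2E3–RetCOR corepressor complex / Amount: 1.35 nM GST-NR2E3 / Medium: Tris pH 7.5 / Compound: single nominal compound dose of 4.8 µM / Incubation: 5 h at 4 °C / Technique: TR-FRET, Eu(K)-anti-GST donor, streptavidin-D2 acceptor, ex 340, em 617/671 nm / Read-out basis: percent loss of FRET ratio relative to control wells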
Numbers without * were called inactive; x = no result given. This is a random part of the collection; any-hit rate near 3.9%.

Values run as follows: CaV13 FRET inh	MITF TRPM1 inh	Peg3 promoter	iPSC survival up	HIF-2a block	Shn3 inh set2	PDI inh	HTR2A ag	NR2E3 ag-1	H9c2 protect	NR2E3 ag-2
- COc1ccc(-c2c(C(C)=O)c(C)nc3sc4c(=O)n(-c5ccc(C)cc5)nnc4c23)cc1
  x	10	-8	2.9	12	13	2	-4	-1	6	2
- O=c1c2nnn(Cc3ccc(Cl)cc3)c2ncn1Cc1ccc(F)cc1
  -3	8	21	-0.5	-15	27	1	4	-9	7	3
- CCc1ccc(OCC(=O)OCC(=O)NC2CCCC(C)C2C)cc1 (stereo not given)
  -5	-10	-1	-2.2	5	5	-3	-3	-14	3	x
- CC(=O)CSc1ccc(S(=O)(=O)N2CCN(C)CC2)cn1
  -6	-7	-9	4.7	1	-7	-2	1	19	-2	2
- CCSc1nnc(NC(=O)NC(CC)(C(F)(F)F)C(F)(F)F)s1
  x	9	44	-1.4	23	29	11	3	19	-34	2
- Cc1cc(=O)oc2c1c(C)nn2-c1ccc(Br)cc1
  -5	27	3	-0.5	-5	4	15	7	9	-4	-2
- Cc1cc(=O)oc2cc(OCC(=O)N3CCN(c4ccccc4)CC3)ccc12
  -2	-8	-4	0.5	4	-13	-2	3	-6	2	1
- O=C1CC(c2ccccc2)=NN1c1ccccc1
  -6	-9	37	1.5	-21	-5	-4	15*	4	-6	x
- COc1ccc(CN2CCN(c3cc(C)nc4c5c(C)cc(C)nc5nn34)CC2)cc1F
  -4	8	18	0.0	22	8	7	0	-21	3	1
- O=[N+]([O-])c1ccccc1O[C@@H]1O[C@H](CO)[C@H](O)[C@H](O)[C@H]1O
  -19	8	0	-0.6	17	x	5	-1	-4	-2	3
- COC(=O)c1ccccc1S(=O)(=O)NNC(=O)c1nn(C)c(=O)c2ccccc12
  -3	13	-3	1.5	12	18	-3	-4	-11	2	x
- Cn1cc(CNC(=O)C2c3ccccc3Oc3ccccc32)cn1
  x	-5	-8	-0.3	14	0	13	-5	-23	10	1
- Cc1cc(N)n(-c2ccc(Cl)cc2)n1
  -2	15	12	-0.4	8	0	2	2	-9	3	3
- CCOC(=O)c1c(CSc2ccccc2)n(C)c2ccc(O)c(CN3CCOCC3)c12
  -6	x	-1	4.7	14	16	x	6	-13	-2	1
- CC(=O)NCCc1ccc(C(=O)COC(=O)c2cccs2)cc1
  -5	x	-178	-1.9	-18	-39	2	-1	-98	-7	x

Four entries from above in a different format:
O=c1c2nnn(Cc3ccc(Cl)cc3)c2ncn1Cc1ccc(F)cc1
  CaV13 FRET inh: -3	MITF TRPM1 inh: 8	Peg3 promoter: 21	iPSC survival up: -0.5	HIF-2a block: -15	Shn3 inh set2: 27	PDI inh: 1	HTR2A ag: 4	NR2E3 ag-1: -9	H9c2 protect: 7	NR2E3 ag-2: 3
CCc1ccc(OCC(=O)OCC(=O)NC2CCCC(C)C2C)cc1 (stereo not given)
  CaV13 FRET inh: -5	MITF TRPM1 inh: -10	Peg3 promoter: -1	iPSC survival up: -2.2	HIF-2a block: 5	Shn3 inh set2: 5	PDI inh: -3	HTR2A ag: -3	NR2E3 ag-1: -14	H9c2 protect: 3	NR2E3 ag-2: x
CC(=O)CSc1ccc(S(=O)(=O)N2CCN(C)CC2)cn1
  CaV13 FRET inh: -6	MITF TRPM1 inh: -7	Peg3 promoter: -9	iPSC survival up: 4.7	HIF-2a block: 1	Shn3 inh set2: -7	PDI inh: -2	HTR2A ag: 1	NR2E3 ag-1: 19	H9c2 protect: -2	NR2E3 ag-2: 2
CCSc1nnc(NC(=O)NC(CC)(C(F)(F)F)C(F)(F)F)s1
  CaV13 FRET inh: x	MITF TRPM1 inh: 9	Peg3 promoter: 44	iPSC survival up: -1.4	HIF-2a block: 23	Shn3 inh set2: 29	PDI inh: 11	HTR2A ag: 3	NR2E3 ag-1: 19	H9c2 protect: -34	NR2E3 ag-2: 2

The list goes on:
Values run as follows: CaV13 FRET inh	MITF TRPM1 inh	Peg3 promoter	iPSC survival up	HIF-2a block	Shn3 inh set2	PDI inh	HTR2A ag	NR2E3 ag-1	H9c2 protect	NR2E3 ag-2
- C=CCN(CC=C)CCOc1cc(C)ccc1[N+](=O)[O-]
  -3	2	-4	0.0	-17	-31	-5	-5	-11	-8	-2
- CCC(C)[C@H](NC(=O)N1CC(=O)Nc2ccccc21)C(=O)Nc1ccccc1C (stereo not given in full)
  -7	27	9	0.0	6	-12	3	7	-24	2	-2
- CCCN(C(=O)C(=O)Nc1ccc2nc3n(c(=O)c2c1)CCCCC3)c1ccc(OCC)cc1
  -7	1	10	-0.5	5	12	-4	0	13	3	5
- CC1CN/C(=C\C(=O)c2ccc(Br)cc2)C(=O)N1 (stereo not given)
  -5	-7	-100	-1.6	-43	4	4	-1	-108	-6	1
- COc1ccc(C(=O)CC(=O)C(=O)Nc2cc(Cl)c(OC)cc2OC)cc1
  -5	12	12	-0.2	12	4	-7	-1	-26	26	1
- N#Cc1ccc2[nH]c(CO)c(-c3ccccc3)c2c1
  -1	x	3	-0.1	13	17	-1	-6	-23	-5	3
- O=C1CCc2ccc(NC(=O)C3CC3)cc2N1
  -2	6	7	0.6	11	70	-5	4	-20	3	-1
- CCOC(=O)N1CCN(S(=O)(=O)c2c(C)nc3sccn3c2=O)CC1
  -4	-1	0	-0.2	6	1	-2	-1	-3	0	3
- CCSC(=S)c1c(C)[nH]n(-c2ccccc2)c1=O
  -5	-8	-26	0.4	-40	11	-3	5	3	-13	1
- Cc1cccc(NS(=O)(=O)c2cnc(Cl)c(Br)c2)n1
  -4	13	5	3.7	12	-17	14	3	23	2	-1
- O=C(Nc1ncccc1O)c1ccc(NS(=O)(=O)c2ccc3[nH]c(=O)[nH]c3c2)cc1
  -3	-28	-21	0.2	1	-18	-10	-1	-4	1	x
- CCN(CC)C(=O)C1CCCN(Cc2cccc(F)c2)C1 (stereo not given)
  -3	13	-7	-1.3	3	-24	10	6	-16	7	0
- COc1ccc(S(=O)(=O)CCc2nnc(NC(C)=O)s2)cc1
  -9	-15	2	2.2	5	15	-6	2	6	6	0
- Fc1ccccc1/C=N/n1c(-c2cccnc2)n[nH]c1=S
  7	10	8	-0.8	23	16	2	4	-21	10	1
- O=C(Nc1ccnn1C1CCN(Cc2ccccn2)CC1)c1cccc(F)c1
  -3	2	-18	1.1	3	7	15	3	8	0	-4
- CCOCCOC(=O)COc1ccc2c(-c3ccccc3)cc(=O)oc2c1
  -3	4	1	-1.4	8	-15	0	3	4	5	-2
- CCOC(=O)C1CCN(S(=O)(=O)c2ccc3c(c2)CCN3C(=O)C2CCC2)CC1
  x	13	0	-0.5	10	24	0	3	-4	-4	1
- COc1ccc(CNC(=O)c2cn(Cc3ccccc3F)c(=O)s2)cc1
  4	x	12	0.1	4	-2	4	-5	-15	-1	x
- O=C(Cn1ncc2c3ccccc3n(Cc3ccccc3F)c2c1=O)N1CCN(c2ccccn2)CC1
  -5	x	10	1.3	-1	2	x	-3	4	3	-1
- COC(=O)C(C(=O)Nc1ccccc1C)C1CCCCCC1 (stereo not given)
  -4	-14	22	0.0	7	3	-3	-1	-15	7	1
- COc1cc(OC)cc(-c2sc3ccc(OC)cc3c2C#CC(C)(C)O)c1
  -5	-5	19	3.5	-15	-32	4	4	-39	3	4
- CCOc1cc(NC(=S)NCCCN2CCOCC2)c(OCC)cc1NC(=O)C1CCCCC1
  9	-10	16	-2.0	9	6	3	-1	-14	-2	11
- O=P(Nc1ccccc1)(Nc1ccccc1)c1ccccc1
  -6	0	-8	3.5	17	-11	-4	15*	2	2	x
- CCOc1ccccc1NC(=O)CC1Nc2cc(C)c(C)cc2NC1=O (stereo not given)
  x	10	-3	-3.0	10	-8	-6	-2	-4	3	0
- CCCCN(C(=O)C(C)(C)Oc1ccc(Cl)cc1)c1c(N)n(CCC)c(=O)[nH]c1=O
  -2	3	9	-0.3	9	-2	-10	2	-40	6	2
- CCOc1ccc(-n2c(N)c(-c3nc4ccccc4[nH]3)sc2=S)cc1
  x	0	-15	-2.4	-57	-4	-5	-3	-5	-2	-2
- COc1cccc(NC(=O)CNC(=O)c2ccccc2)c1
  -5	-34	-91	-0.9	-120	-46	9	-4	-39	8	0
- CCOc1ccc(C(=O)O/N=C(\N)c2ccccn2)cc1
  -7	67*	114*	-0.8	68*	84	-3	-1	52	-21	x
- O=C(CCNS(=O)(=O)c1ccc2[nH]c(=O)oc2c1)NCc1ccc(F)cc1
  -2	2	4	-0.5	7	-1	-6	12	-9	-2	4
- CCc1cccc(NC(=O)c2snc3c(=O)[nH]cnc23)c1
  -1	-24	-47	-0.3	-76	0	-6	-3	-33	0	-3

3 compounds already listed, sorted by molecular weight, highest first.
Values run as follows: CaV13 FRET inh	MITF TRPM1 inh	Peg3 promoter	iPSC survival up	HIF-2a block	Shn3 inh set2	PDI inh	HTR2A ag	NR2E3 ag-1	H9c2 protect	NR2E3 ag-2
- O=C(CCNS(=O)(=O)c1ccc2[nH]c(=O)oc2c1)NCc1ccc(F)cc1
  -2	2	4	-0.5	7	-1	-6	12	-9	-2	4
- CCOCCOC(=O)COc1ccc2c(-c3ccccc3)cc(=O)oc2c1
  -3	4	1	-1.4	8	-15	0	3	4	5	-2
- CCOc1ccc(C(=O)O/N=C(\N)c2ccccn2)cc1
  -7	67*	114*	-0.8	68*	84	-3	-1	52	-21	x

Next entries follow.
Values run as follows: CaV13 FRET inh	MITF TRPM1 inh	Peg3 promoter	iPSC survival up	HIF-2a block	Shn3 inh set2	PDI inh	HTR2A ag	NR2E3 ag-1	H9c2 protect	NR2E3 ag-2
- CC(=O)Nc1ccc(OCc2ccc3c(c2)OCO3)cc1
  -3	-73	-234	0.5	-152	-66	6	1	-102	-5	1
- O=C(NC1CCCCC1)c1ccc(CNc2ccccc2)o1
  -5	2	13	5.0	-3	-13	3	-2	7	-7	2
- CCN(CC)c1ccc(C(=O)OCC(=O)Nc2cc3oc4ccccc4c3cc2OC)cc1
  -5	4	-3	1.0	-8	31	-1	1	-17	-1	4
- N/C(Cc1cccs1)=N\OC(=O)COc1ccc(Br)cc1
  -3	-18	-106	0.2	-141	-23	-4	-6	-11	-16	-3
- CCCCN1CC(CO)Oc2cccc(F)c2S1(=O)=O (stereo not given)
  -8	1	2	-1.6	13	-24	3	-1	-68	-1	x
- O=S(=O)(N1CCOCC1)n1nnc2ccccc21
  -11	-5	4	0.3	4	18	-2	2	-2	-2	3

Bioassay records from PubChem.
